Screening results from PubChem.
Bfl-1 Bim block: inhibitors of Bim-Bfl-1 interaction, human; inhibition, % at 10 µM; Bead-based flow cytometry, Bim-Bfl-1 binding inhibition; AID 1008; hit rate 0.12% among 190,000;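 also: 0% = wells without compound plus tracer and 100% = blocker peptide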
Bim-Bcl-2: human Bim-Bcl-2 interaction inhibition | Bead-based flow cytometry, Bim peptide-Bcl-2 binding | inhibition, % at 10 µM | hit rate 0.06% among 190,000 | AID 950; in the data active = inhibition above about 40%; inconclusive = no clear call, values can overlap the other calls;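 also: 0% = no compound wells with probe peptide and 100% = reference peptide inhibitor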
Target sequence (P10415 whole entry, looked up): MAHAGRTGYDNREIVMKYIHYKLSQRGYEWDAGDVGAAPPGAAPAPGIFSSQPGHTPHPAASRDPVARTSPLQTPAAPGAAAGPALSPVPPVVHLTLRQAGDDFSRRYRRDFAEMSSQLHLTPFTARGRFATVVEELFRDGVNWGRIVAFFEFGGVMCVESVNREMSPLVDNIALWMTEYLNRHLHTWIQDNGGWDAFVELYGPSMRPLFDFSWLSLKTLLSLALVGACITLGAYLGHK
RGS7-Gao: human RGS7-Galphao interaction regulation. Multiplexed bead flow cytometry, RGS7-Galphao binding; actives lie on both sides. P09471. binding response (% of control), % at 10 µM. hit rate 0.35% among 220,000; in the data active = binding response below about 49% or above about 150%; inconclusive = no clear call, values can overlap the other calls; inactive = in between;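 also: fluorescent Galphao held in activated GDP-AlF4 state binding bead-coupled RGS7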
RGS8-Gao reg: human RGS8-Galphao interaction regulation; response (percent of control binding), % at 10 µM; multiplexed bead flow cytometry, RGS8-Galphao binding; actives lie on both sides; hit rate 0.34% among 220,000; in the data active = response below about 60% or above about 140%; inactive = in between;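 also: Galphao activated as the GDP aluminium fluoride complex binding bead-coupled RGS8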
Mcl1 Noxa PPI: disrupts binding of human Mcl-1 to Noxa peptide. AID 1022. Q07820. inhibition, % at 21.7 µM. TR-FRET Mcl-1/Noxa peptide binding, 2 h. hit rate 1.5% among 220,000;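 active = compounds that cut the protein-peptide binding signal by more than 50% relative to plate controls in a single-dose test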;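 also: His-tagged Mcl-1 with rhodamine Noxa BH3 peptide and terbium anti-His antibody; 0% = Mcl-1 plus Noxa peptide wells and 100% = peptide-only wells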
Target sequence (Q07820 whole entry, looked up): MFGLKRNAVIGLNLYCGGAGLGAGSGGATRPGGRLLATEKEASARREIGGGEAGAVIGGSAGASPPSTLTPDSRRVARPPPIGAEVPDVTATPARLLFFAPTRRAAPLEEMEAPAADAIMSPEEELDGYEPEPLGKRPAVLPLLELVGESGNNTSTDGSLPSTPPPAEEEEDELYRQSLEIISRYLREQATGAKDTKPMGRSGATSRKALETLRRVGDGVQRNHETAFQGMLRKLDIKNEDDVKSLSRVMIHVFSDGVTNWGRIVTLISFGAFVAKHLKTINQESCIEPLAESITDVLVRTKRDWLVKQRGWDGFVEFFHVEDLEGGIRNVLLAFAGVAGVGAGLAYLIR
Bim-Bcl-XL: human Bim-Bcl-XL interaction inhibition; Q07817; Bim peptide-Bcl-XL binding, bead flow cytometry, fluorescence; inhibition, % at 10 µM; hit rate 0.04% among 190,000
Mcl1-Bid inh: disrupts binding of human Mcl-1 to Bid peptide; TR-FRET Mcl-1/Bid-Dy647 peptide binding, 1536-well; hit rate 0.97% among 220,000; inhibition, % at 21.7 µM; Q07820;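 active = compounds that cut the binding signal by more than half at the single screening dose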;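 also: His-tagged Mcl-1 with europium anti-His antibody binding Bid BH3 peptide; 0% = Mcl-1 plus peptide wells and 100% = peptide-only wells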
Bcl-B Bim block: inhibitors of Bim-Bcl-B interaction, human; bead-based flow cytometry, Bim peptide-Bcl-B binding; hit rate 0.073% among 190,000; inhibition, % at 10 µM;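 also: 0% = tracer peptide without compound and 100% = reference inhibitor peptide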
Target sequence (Q9HD36 whole entry, looked up): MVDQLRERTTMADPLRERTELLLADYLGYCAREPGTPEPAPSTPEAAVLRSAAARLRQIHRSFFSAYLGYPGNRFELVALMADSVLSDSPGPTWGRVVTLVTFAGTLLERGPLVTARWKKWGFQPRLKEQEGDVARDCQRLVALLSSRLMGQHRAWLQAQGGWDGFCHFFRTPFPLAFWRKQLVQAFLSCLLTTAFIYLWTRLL
Mcl-1 Bim block: inhibitors of Bim-Mcl-1 interaction, human; inhibition, % at 10 µM; hit rate 0.1% among 190,000; Bead-based flow cytometry, Bim peptide-Mcl-1 binding; Q07820;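 also: 0% = no compound tracer wells and 100% = peptide blocker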
Bcl-W Bim block: human Bim-Bcl-W interaction inhibition | Q92843 | bead-based flow cytometry, Bim peptide-Bcl-W binding | inhibition, % at 10 µM | hit rate 0.02% among 190,000 | AID 952;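 also: 0% = bound tracer without compound and 100% = peptide blocker; higher means less fluorescent Bim peptide bound to Bcl-W beads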
Target sequence (Q92843 whole entry, looked up): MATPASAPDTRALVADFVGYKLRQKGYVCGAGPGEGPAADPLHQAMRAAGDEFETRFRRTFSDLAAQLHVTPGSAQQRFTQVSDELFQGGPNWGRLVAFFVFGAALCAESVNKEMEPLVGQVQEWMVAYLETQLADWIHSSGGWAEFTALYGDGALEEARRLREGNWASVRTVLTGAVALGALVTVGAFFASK
RGS4-Gao reg: modulates binding of RGS4 to human Galphao. Multiplexed bead flow cytometry; actives lie on both sides. hit rate 0.33% among 220,000. P09471. binding response (% of control), % at 10 µM. AID 1415; in the data active = binding response below about 49% or above about 150%; inactive = in between;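 also: fluorescent Galphao activated with aluminum fluoride binding bead-coupled RGS4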
The depositor's hits bear a star; ? = inconclusive; / = no result given. Rule as the data show it, unless noted: active = inhibition above about 40%.

SMILES	Bcl-B Bim block	RGS8-Gao reg	RGS7-Gao	Bcl-W Bim block	RGS4-Gao reg	Mcl-1 Bim block	Mcl1 Noxa PPI	Bfl-1 Bim block	Mcl1-Bid inh	Bim-Bcl-2	Bim-Bcl-XL
O=C(CCN1CCN(c2ccccc2)CC1)N/N=C/c1ccc(O)c(O)c1O	15	92	88	29	94	9	77*	30	-84	19	16
COc1ccccc1N1CCN(C(=O)C(NS(=O)(=O)c2cccs2)c2ccccc2)CC1 (centres undefined)	-2	98	95	-3	98	-2	3	-1	-24	-2	-1
CC(=O)Nc1ccccc1-c1nnn(CC(=O)Nc2ccc3c(c2)OCCO3)n1	-1	103	101	-3	101	-1	10	-5	-1	-5	-3
CCOC(=O)c1c(NC(=O)CCN2CCOCC2)sc2c1CC(C)(C)OC2	-2	100	97	-4	92	-1	14	-3	-38	-4	-1
COc1c(C(=O)NNC(=O)c2ccccc2Cl)csc1Br	/	98	/	/	95	/	11	/	-13	/	/
N#Cc1nnn(-c2cc(Cl)cc(Cl)c2)c1N	/	100	?	/	92	/	9	/	-2	/	/
OCCC1CN(C/C(Cl)=C/c2ccccc2)CCN1C1CCCC1 (centres undefined)	0	103	100	3	97	0	-8	-2	-42	0	-1
CCOC(=O)Cc1nnc(Nc2cccc(C)c2)c2ccccc12	-10	99	99	-1	100	-5	-26	-15	64*	-7	-9
O=C(c1ccccc1Cl)N1CCN(c2ccccn2)CC1	-7	101	99	-4	102	-9	-9	-19	8	-17	-10
O=C(CSc1ncn[nH]1)c1cccc([N+](=O)[O-])c1	2	98	101	3	101	1	8	0	-53	0	0
O=S(=O)(Nc1ccccn1)c1ccc(C2CCCCC2)cc1	0	103	100	-1	102	0	1	-1	3	-1	-4
Cc1ccc(S(=O)(=O)N2CCN(S(=O)(=O)N3CCOCC3)CC2)cc1	0	101	98	-2	101	0	13	-1	-2	-2	-2
Cc1ccccc1OCc1nnc(SCC(=O)Nc2c(C)n(C)n(-c3ccccc3)c2=O)n1-c1ccccc1	-6	105	102	-1	104	0	3	-19	-12	-11	-5
C=CC[n+]1c(-c2ccc(C)cc2)csc1Nc1c(C)n(C)n(-c2ccccc2)c1=O	-2	101	99	1	100	0	19	0	-32	1	0
Cc1sc(/N=C/c2c(O)ccc3ccccc23)c(C#N)c1C	0	102	105	-2	101	0	15	-2	-14	0	-1
Cn1nnnc1SCC(=O)c1ccc2c(c1)OCCO2	-3	103	110	0	101	-1	-9	-4	-6	-4	-2
Cn1nc(-c2ccc(Cl)cc2)c2cc(C(=O)N3CCN(C(=O)c4ccco4)CC3)sc21	-3	95	97	2	91	1	9	-4	5	-3	0
CC1(C)CC(=O)C2=C(C1)N(c1ccccc1)C(N)=C(C#N)C2c1ccccc1 (centres undefined)	-2	100	98	-7	97	-12	-4	-4	-22	-3	-4
CCN1C(=O)CC(c2ccco2)Sc2ccccc21 (centres undefined)	-3	98	103	0	92	-5	10	-1	-36	-1	-3
Cc1cc(C)nc(NC(=NCCc2c[nH]c3ccccc23)NC(=O)c2ccco2)n1	-3	100	98	-1	98	-2	14	0	-26	-4	-3
Cc1cc(C)c2sc(N(CCN(C)C)C(=O)c3c(F)cccc3F)nc2c1	-6	100	100	-4	100	-1	14	-5	-5	-4	-5
CCC(CC)COC(=O)C(C#N)c1nc2ccccc2nc1N1CCOCC1 (centres undefined)	-7	102	103	0	103	-1	4	-8	-27	-6	0
Cn1c(=O)[nH]c(=O)c2c1nc(N/N=C/c1cccnc1)n2Cc1ccc(Cl)cc1	/	96	?	/	94	/	18	/	-28	/	/
CN(CC(=O)Nc1ccc(N2CCOCC2)cc1)C(=O)C1CCCC1	-4	104	102	-1	102	0	1	-5	-34	-2	-2
Cc1cccc(CCNS(=O)(=O)c2cnc[nH]2)c1	-7	100	100	2	100	-4	1	-11	-20	-6	-6
Cc1cccc(N2C(=O)CC(N3CCC(c4nc5ccccc5[nH]4)CC3)C2=O)c1 (centres undefined)	-3	99	101	-1	106	-2	29	0	-17	0	0
CN1CCN(CC(=O)Nc2ccccc2Oc2ccccc2)CC1	/	102	?	/	98	/	-3	/	-13	/	/
C=CCSc1nc(C)c(CCC(C)C)c(=O)[nH]1	-3	98	101	-1	94	-2	10	-3	-4	-4	-2
CC(NC(=O)c1cccs1)c1nnc(SCc2ccc(Cl)cc2Cl)n1C (centres undefined)	-3	103	99	-5	100	-3	17	1	-13	-4	-6
Nc1nc(SCc2ccc(Cl)cc2)[nH]c(=O)c1-c1ccccc1	-6	102	98	-2	98	-6	19	-1	-7	-18	-4
CN(C)/C=N/c1cc(=O)n(C)c(=O)n1CC1CC1	-2	96	95	-1	96	0	13	0	-4	0	0
O=C(Cn1cc(/C=N/O)c2ccccc21)N1CCOCC1	-7	101	104	1	103	0	4	-12	-25	-4	4
Cc1ccc(NC(=O)C2CC(=O)n3c(nc4ccccc43)N2)cc1Cl (centres undefined)	1	101	98	3	102	0	5	-3	-3	0	0
COc1ccc(S(=O)(=O)NCCSCc2ccco2)cc1Cl	-8	99	98	-2	99	-1	-1	-8	-25	-8	-2
CC(C)(C)c1ccc(-c2cn(-c3ccc(Br)cc3)c3[n+]2CCCS3)cc1	-2	101	96	0	103	-2	1	-1	11	-1	-2
COc1cc(C(=O)NC(=S)Nc2csc(-c3ccc(F)cc3)n2)cc(OC)c1OC	/	102	?	/	106	/	20	/	-15	/	/
Cc1ccc(-c2nn(C)c(=O)c3ccccc23)cc1CNC(=O)c1ccco1	-4	92	91	-2	95	0	1	0	-10	-1	-1
Cc1cc(N)n2ncc(-c3ccc(F)cc3)c2n1	-7	103	101	0	102	0	4	-11	-17	-9	-24
Cc1ccc(NC(=O)c2ccc(NCc3ccc(F)cc3)nc2)cc1	-3	107	106	-2	107	-1	19	-7	-12	-8	-3
C[n+]1c2n(c3ccccc31)N=C(c1ccc(-c3ccccc3)cc1)CS2	-4	104	107	1	105	0	10	-6	-18	-1	4
Cc1cc(N/N=C/c2ccc(O)cc2O)nc(N2CCOCC2)n1	/	96	?	/	94	/	21	/	-43	/	/
OCCC1CN(Cc2ccc3nsnc3c2)CCN1C1CCCCC1 (centres undefined)	-7	103	101	0	105	-2	9	-9	-17	-4	-4
COCCn1nnnc1C(CC(C)C)N1CCN(c2ccccc2)CC1 (centres undefined)	-5	97	100	-7	99	-6	10	-5	-17	-8	-19
CC1Cc2ccccc2N1CC(=O)NCc1ccccc1Cl (centres undefined)	-10	104	107	-3	107	-5	7	-2	-70	-6	-7
COc1ccc(C(CNC(=O)c2ccccc2SC)N(C)C)cc1 (centres undefined)	-9	99	?	-5	102	-1	-14	-7	-18	-3	-7
CC12c3ccccc3C(c3ccccc31)C1C(=O)N(Cc3cccnc3)C(=O)C12 (centres undefined)	-1	100	102	-1	100	-1	-4	-1	-28	-2	-1
Cc1ccc(C(=O)Nc2ccc(S(=O)(=O)N3CCc4ccccc4C3)cc2)o1	-3	100	100	-3	103	-4	13	1	3	0	-2
Cc1ccc(O)c(C2=NCCNC(C(F)(F)C(F)F)=C2)c1	-24	104	95	2	98	-40	8	-12	-92	-10	-8
CCCOc1ccc([N+](=O)[O-])c(N)c1	-7	101	95	-1	99	-4	-12	-1	-4	1	-2
Cc1cc2c(N3CCCCC3C)ncnc2s1 (centres undefined)	-8	102	101	-1	105	-3	-11	-3	3	-6	-4
Cn1c(NCc2ccccc2O)nc2ccccc21	-5	107	103	-1	107	-6	27	-2	-28	-7	-6
COc1cc(OCC(N)=O)cc(OC)c1OC	-4	100	97	-6	100	-1	19	-4	-17	-5	-5
Cc1cc(NC(=O)CSc2nc3sc(C)c(C)c3c(=O)n2C2CCCC2)no1	-1	101	101	0	102	-2	1	0	-5	0	0
COc1ccc(CC(=O)NNc2ncnc3c2cnn3Cc2ccccc2)cc1OC	/	91	?	/	97	/	-9	/	-18	/	/
CCOC(=O)c1[nH]c(C(=O)O)c(CCN(CC)CC)c1C	-4	102	97	-1	101	0	8	0	-10	-1	-4
CC1(C)CC(=O)C2=C(C1)N(C1CCCCC1)C(=O)C2(O)C(F)(F)F (centres undefined)	-10	101	104	-3	103	-6	-1	-12	-14	-5	-4
C=CCn1c(SCC(=O)NC(=O)NCc2ccco2)nc2sc(C)c(C)c2c1=O	-5	102	100	4	101	1	-23	-9	-25	-2	5
O=C(Nc1ccccc1)Nc1ccc(S(=O)(=O)N2CCCCC2)cc1	-8	106	107	0	103	0	11	-10	-49	-6	-13
CCc1ccc(NC(=O)C2CC(=O)N=C(N)S2)cc1 (centres undefined)	-3	103	97	1	104	2	1	-7	-6	-6	-3

Eleven entries already listed, ordered by length of the SMILES, rising.
SMILES	Bcl-B Bim block	RGS8-Gao reg	RGS7-Gao	Bcl-W Bim block	RGS4-Gao reg	Mcl-1 Bim block	Mcl1 Noxa PPI	Bfl-1 Bim block	Mcl1-Bid inh	Bim-Bcl-2	Bim-Bcl-XL
Cc1cc2c(N3CCCCC3C)ncnc2s1 (centres undefined)	-8	102	101	-1	105	-3	-11	-3	3	-6	-4
COc1cc(OCC(N)=O)cc(OC)c1OC	-4	100	97	-6	100	-1	19	-4	-17	-5	-5
Cn1c(NCc2ccccc2O)nc2ccccc21	-5	107	103	-1	107	-6	27	-2	-28	-7	-6
CCCOc1ccc([N+](=O)[O-])c(N)c1	-7	101	95	-1	99	-4	-12	-1	-4	1	-2
CCOC(=O)c1[nH]c(C(=O)O)c(CCN(CC)CC)c1C	-4	102	97	-1	101	0	8	0	-10	-1	-4
Cc1ccc(O)c(C2=NCCNC(C(F)(F)C(F)F)=C2)c1	-24	104	95	2	98	-40	8	-12	-92	-10	-8
O=C(Nc1ccccc1)Nc1ccc(S(=O)(=O)N2CCCCC2)cc1	-8	106	107	0	103	0	11	-10	-49	-6	-13
COc1ccc(CC(=O)NNc2ncnc3c2cnn3Cc2ccccc2)cc1OC	/	91	?	/	97	/	-9	/	-18	/	/
Cc1cc(NC(=O)CSc2nc3sc(C)c(C)c3c(=O)n2C2CCCC2)no1	-1	101	101	0	102	-2	1	0	-5	0	0
Cc1ccc(C(=O)Nc2ccc(S(=O)(=O)N3CCc4ccccc4C3)cc2)o1	-3	100	100	-3	103	-4	13	1	3	0	-2
CC12c3ccccc3C(c3ccccc31)C1C(=O)N(Cc3cccnc3)C(=O)C12 (centres undefined)	-1	100	102	-1	100	-1	-4	-1	-28	-2	-1
